MrgX1 ag: agonists of human MrgX1 receptor; Q96LB2; MrgX1-HEK293 cells, Fluo-4 calcium fluorescence, agonist mode; active compounds read high; B-score at 10 µM; 310,000 tested, 0.44% active; AID 588627;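 active = calcium response B-score plate-corrected fluorescence ratio at least 3 library SD, with starting fluorescence B-score inside 5 SD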
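Material: MrgX1-expressing HEK293 cells; input: 15,000 cells per well; doses: test compound given as first of three sequential additions; schedule: overnight plating before 1 h dye loading; technique: Fluo-4 NW calcium-flux fluorescence, kinetic read; evaluation: baseline-normalised fluorescence change ratio, B-scored; control set: plate-wise positive and negative controls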
TRPC6 activator: activators of mouse TRPC6 channel; HEK293-TRPC6 membrane potential dye fluorescence; active compounds read high; Q61143; B-score at 10 µM; 310,000 tested, 0.13% active; AID 2550;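 active = B-score of the integrated fluorescence ratio above library mean plus 3 SD, and starting fluorescence ratio within library mean plus 5 SD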;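 note: higher score means more depolarization so channel activation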
TRPC4 block: blocks the mouse TRPC4 cation channel; Q9QUQ5; HEK293 TRPC4beta/mu-opioid, DAMGO-evoked Fluo4 calcium flux; active compounds read low; B-score at 10 µM; 300,000 tested, 0.39% active; AID 2247;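 active = B-score over 3 SD under the library average, no early fluorescence shift, positive overall ratio signal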
Target sequence (Q9QUQ5 whole entry, looked up): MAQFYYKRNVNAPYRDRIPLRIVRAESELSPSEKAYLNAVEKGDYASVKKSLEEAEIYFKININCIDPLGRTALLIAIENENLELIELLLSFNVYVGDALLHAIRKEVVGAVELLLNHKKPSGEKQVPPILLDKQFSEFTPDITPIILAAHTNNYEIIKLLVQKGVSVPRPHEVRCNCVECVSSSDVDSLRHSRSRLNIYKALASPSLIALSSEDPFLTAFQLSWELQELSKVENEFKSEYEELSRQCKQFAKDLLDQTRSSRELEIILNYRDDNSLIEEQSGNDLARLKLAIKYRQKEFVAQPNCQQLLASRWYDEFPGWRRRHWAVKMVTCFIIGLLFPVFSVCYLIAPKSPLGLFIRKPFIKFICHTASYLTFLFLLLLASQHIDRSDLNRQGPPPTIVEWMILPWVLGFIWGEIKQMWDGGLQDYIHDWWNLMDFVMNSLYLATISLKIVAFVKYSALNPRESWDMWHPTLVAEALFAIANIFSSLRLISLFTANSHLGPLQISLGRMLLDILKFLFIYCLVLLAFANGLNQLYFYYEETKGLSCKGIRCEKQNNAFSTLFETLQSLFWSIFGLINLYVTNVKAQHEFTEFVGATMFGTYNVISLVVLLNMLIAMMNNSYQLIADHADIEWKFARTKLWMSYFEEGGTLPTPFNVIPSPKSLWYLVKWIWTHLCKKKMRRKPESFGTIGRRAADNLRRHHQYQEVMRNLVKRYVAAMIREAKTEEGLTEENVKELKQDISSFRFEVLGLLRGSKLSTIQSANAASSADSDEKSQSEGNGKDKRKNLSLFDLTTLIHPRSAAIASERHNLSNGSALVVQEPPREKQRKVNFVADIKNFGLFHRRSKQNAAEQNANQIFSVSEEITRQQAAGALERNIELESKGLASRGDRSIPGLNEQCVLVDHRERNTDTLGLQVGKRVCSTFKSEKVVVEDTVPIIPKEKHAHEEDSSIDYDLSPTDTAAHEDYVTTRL
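Assay system: Stable TRPC4beta/mu-opioid receptor HEK293 cells | Reagent: DAMGO in two steps, submaximal then maximal | Compound dosing: Single concentration per test compound | Signal: Fluo4 Ca2+ flux fluorescence | Evaluation: Per-well B score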
RGS4 inh: inhibitors of human RGS4; P49798; HEK293 M3R/RGS4 inducible, Fluo-4 calcium flux; active compounds read high; triggered by carbachol at its EC20; B-score at 10 µM; 310,000 tested, 0.45% active;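 active = B-score, a plate-corrected calcium signal, over three deviations above library mean, with baseline fluorescence within five deviations of library mean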;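 note: RGS4 expression induced by doxycycline in cells with stable M3 receptor; B-score is computed from the integrated fluorescence ratio over baseline after carbachol; higher B-score means a larger calcium signal and so more RGS4 inhibition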
MrgX1 allo act: allosterically activates human MrgX1 receptor signaling. Q96LB2. MrgX1-HEK293, Fluo-4 calcium flux, FDSS; active compounds read high. B-score at 10 µM. 310,000 tested, 0.63% active. AID 588675;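 active = plate-corrected calcium response at least 3 library SD above typical, normal starting fluorescence, not activating the receptor alone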;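 note: compound read alongside a low EC10 to EC30 dose of BAM8-22 agonist; peak minus trough fluorescence over baseline measured at the second addition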
MrgX1 antagonist: antagonists of human MrgX1 receptor; Q96LB2; MRGX1-HEK293 calcium flux, Fluo-4, BAM8-22 antagonism; active compounds read low; B-score at 10 µM; 310,000 tested, 1.3% active; AID 588676;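 active = calcium-response B-score plate-corrected more than 3 library SD below zero, starting fluorescence within 5 deviations, no agonist response on first addition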;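 note: peak minus trough fluorescence over baseline after final BAM8-22 challenge near maximal dose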
RGS4 pot: RGS4 potentiation or activation | HEK293 M3R/inducible RGS4, carbachol calcium flux Fluo4; active compounds read low | B-score at 10 µM | 310,000 tested, 0.92% active;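 active = B-score of the integrated calcium signal more than 4 SD below the library mean, with starting fluorescence not abnormally high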;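 note: negative B-score means reduced calcium response which marks RGS4 activation or potentiation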
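test system = HEK293 cells with stable M3R and inducible RGS4 | schedule = recording 10 s baseline at 1 Hz, 100 s post-agonist | technique = Fluo4-AM (2 µM) calcium-flux fluorescence, kinetic read | measure = Agonist-evoked peak-minus-minimum fluorescence over baseline, integrated ratio, B score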
SKKanGAS inh: SKKanGAS growth inhibition; S. pyogenes SKKanGAS, kanamycin growth, BacTiter-Glo, 6 h; inhibition, % at 7.5 µM; 300,000 tested, 1.3% active;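 active = mean replicate score, as percent of positive control median, at least 50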;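 note: strain carries kanamycin resistance gene driven by streptokinase promoter and grows in 40 µg/ml kanamycin; loss of luminescence reflects streptokinase promoter inhibition or plain growth inhibition; 0% = median of DMSO wells and 100% = positive control at its reference dose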
HIF activator: HIF pathway transcriptional activation; U2OS HRE-luciferase reporter, luminescence; normalized: DMSO 0%, desferrioxamine 100%; activation, % at 7.5 µM (by protocol); 300,000 tested, 0.32% active;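 active = mean activation of at least 10% of the iron chelator positive control signal, with at least half of replicates also reaching 10%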
Platelet DG rel: modulates dense granule release in human platelets; human platelet-rich plasma, SFLLRN dense granule ATP release, luminescence; inhibition, %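 (compounds screened at 7.5 µM in platelet-rich plasma)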; 300,000 tested, 0.22% active; AID 1663;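 active = mean replicate score, as percent of positive control, at or above 50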
TRPC6 inh: mouse TRPC6 channel inhibition; HEK293-TRPC6, membrane potential dye, ACh-evoked depolarization; active compounds read low; B-score at 10 µM; 310,000 tested, 1.1% active; AID 2553;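 active = B-score under library mean minus 3 SD, initial fluorescence not abnormally high, positive integrated signal ratio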;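 note: B-score derived from integrated fluorescence ratio over the kinetic read; more negative B-score means stronger inhibition of depolarization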
Numbers without * were called inactive; i = inactive; · = not tested or not shown; & = joins results of further samples.

SMILES	MrgX1 ag	TRPC6 activator	TRPC4 block	RGS4 inh	MrgX1 allo act	MrgX1 antagonist	RGS4 pot	SKKanGAS inh	HIF activator	Platelet DG rel	TRPC6 inh
Cc1nnsc1C(=O)NC1CCCc2c1cnn2-c1ccccc1F (centres undefined)	i	i	i	i	i	i	i	6	-0.3	10	i
O=C(O)CC(C(=O)NC1CCCCC1)C1CCCO1 (centres undefined)	i	i	i	i	i	i	i	1	0.1	2	i
NC(=O)C1CCN(C(=O)c2cn(-c3ccccc3)nc2-c2cccnc2)CC1	i	i	i	i	i	i	i	1	-20	2	i
Cc1ccc(-c2n[nH]c(=O)c3ccccc23)cc1S(=O)(=O)Nc1ccccc1	30*	i	i	i	i	i	i	21	-0.3	9	i
CCc1cccc(NC(=O)CNC(=O)N2CC(=O)Nc3ccccc32)c1	i	i	i	i	i	i	i	-3	0.2	1	i
O=C(CCS(=O)(=O)c1ccccc1)NC1CCCCC1	i	i	i	i	i	i	i	4	2.7	-2	i
CCN(CC)c1ccc(/C=N/N2CCN(Cc3ccccc3)CC2)c(O)c1	i	i	i	i	i	i	i	2	0.0	16	i
Oc1ccc(O)cc1	i	i	i	i	i	i	i	4	-0.4	-1	i
COc1cc(-c2[nH]ncc2CN2CCc3sccc3C2)cc(OC)c1OC	i	i	i	i	i	i	i	6	·	-3	i
COc1ccc(CN(CC2CCCO2)C(=O)CN2C(=O)C(C)Oc3ccc(C)cc32)cc1OC (centres undefined)	i	i	i	i	i	i	i	0	-0.1	0	i
CCN(CC(=O)Nc1ccc(NC(C)=O)cc1)C(=O)CCCc1nc2ccccc2c(=O)[nH]1	i	i	i	i	i	i	i	-4	-0.4	1	i
COCCn1nnnc1CN1CCN(C(=O)c2ccco2)CC1	i	i	i	i	i	-6.3*	i	6	0.2	2	i
O=C(NCCC1=CCCCC1)C(=O)NCC(c1ccco1)N1CCN(c2ccccc2)CC1 (centres undefined)	i	i	i	i	i	i	i	-2	-0.2	3	i
Cc1ccc(S(=O)(=O)N2CCCCC2)cc1NC(=O)CSCC(=O)O	i	i	i	i	i	i	i	-3	-0.1	-4	i
NS(=O)(=O)c1cccc(NC(=O)c2cccc(-c3ccc(O)cc3)c2)c1	i	i	i	i	i	i	i	10	0.9	3	i
COc1ccc(S(=O)(=O)N2CCOCC2)cc1NC(=O)CN1CCN(C)CC1	i	i	i	i	i	i	i	1	1.4	2	i
CC1=NN(c2ccc(C)cc2)C(=O)/C1=C\c1ccc(Br)s1	i	i	i	i	i	-6.5*	i	-19	0.0	-14	i
CN(C)/C=C/C(=C\C(=O)C(F)(F)F)Nc1ccc(C(F)(F)F)cc1	i	i	i	i	i	i	i	-8	0.0	2	i
COc1ccccc1CNC(=O)c1ccc2nc(N3CCOCC3)sc2c1	i	i	i	i	i	i	i	-2	-0.5	-7	i
CCCN[C@H]1CCc2nc(N)sc2C1	i	i	i	i	i	i	i	-2&2	-0.5&-0.2	-4&-4	i

At a glance, some entries already given:
SMILES	MrgX1 ag	TRPC6 activator	TRPC4 block	RGS4 inh	MrgX1 allo act	MrgX1 antagonist	RGS4 pot	SKKanGAS inh	HIF activator	Platelet DG rel	TRPC6 inh
Cc1nnsc1C(=O)NC1CCCc2c1cnn2-c1ccccc1F (centres undefined)	i	i	i	i	i	i	i	6	-0.3	10	i
O=C(O)CC(C(=O)NC1CCCCC1)C1CCCO1 (centres undefined)	i	i	i	i	i	i	i	1	0.1	2	i

(continued)
SMILES	MrgX1 ag	TRPC6 activator	TRPC4 block	RGS4 inh	MrgX1 allo act	MrgX1 antagonist	RGS4 pot	SKKanGAS inh	HIF activator	Platelet DG rel	TRPC6 inh
O=C(O)CCC(=O)NC(c1ccccc1)c1ccccc1	i	i	i	i	i	i	i	12	0.0	2	i
O=C(NC1CCN(S(=O)(=O)c2cccc(F)c2)CC1)c1ccc(F)cc1	i	i	i	i	i	i	i	-5	-3.4	2	i
CCOC(=O)N1CCC(=NNC(=O)c2cc3ccccc3cc2O)CC1	i	i	i	i	i	i	i	5	-0.3	-12	i
O=C(Cn1nc(-c2ccco2)ccc1=O)Nc1cc(C(F)(F)F)ccc1Cl	i	i	i	i	i	i	i	-2	0.6	4	i
CC(C)(C)c1ccc(S(=O)(=O)NCCOCC(F)(F)C(F)F)cc1	i	i	i	i	i	i	i	-13	-0.2	10	i
CCOc1ccc(S(=O)(=O)n2ccc(C)n2)c2ccccc12	i	i	i	i	i	i	i	0	0.5	-11	i
CC(=O)N(C(C)=O)c1c(C#N)c(C)n(-c2ccccc2)c1C(=O)c1ccccc1	i	i	i	i	i	i	i	8	-0.5	20	i
C=CCc1cc(Cl)ccc1OCCn1ccnc1	i	i	i	i	i	i	i	7	1.7	11	i
CN(C(=O)c1ccccc1Br)C1CCS(=O)(=O)C1 (centres undefined)	i	i	i	i	i	i	i	-7	-1.1	·	i
C=CC[n+]1c(-c2ccc(OCC)cc2)csc1NNC(=O)Nc1ccccc1	i	i	i	i	i	-6.2*	i	18	1.1	-1	i
CCOC(=O)c1ccc(N2C(=O)c3n[nH]c(C)c3C2c2ccc(OC)cc2OC)cc1 (centres undefined)	i	i	i	i	i	i	i	-4	-0.4	-5	i
O/N=C1/CCCCc2sccc21	i	i	i	i	i	i	i	9	-0.2	6	i
Cn1cc(CCNC(=O)CC2C(=O)NCCN2Cc2cccc(Oc3ccccc3)c2)cn1 (centres undefined)	i	i	i	i	i	i	i	0	-0.3	-16	i
CN(C)S(=O)(=O)c1ccc(C(=O)OCC(=O)c2ccc(OC(F)F)cc2OC(F)F)cc1	i	i	i	i	i	i	i	-11	0.2	2	i
CC(=O)c1cccc(NC(=O)c2ccc(S(=O)(=O)N3CCCCC3)cc2)c1	i	i	i	i	i	i	i	4	-0.5	5	i
Cc1ccc(SCCCn2cncn2)cc1	i	i	i	i	i	i	i	3	0.2	0	i
N#Cc1c(N)nc2c(c1N)CC(CO)O2 (centres undefined)	i	i	i	i	i	i	i	3	-0.1	-2	i
Cc1c(C(=O)NC2CCN(Cc3ccccc3)C2)oc2ccc(Br)cc12 (centres undefined)	i	i	i	i	i	i	i	3	0.7	0	i
Cc1nc2sccn2c(=O)c1S(=O)(=O)Nc1ccc(N2CCN(C)CC2)cc1	i	i	i	i	i	i	i	2	-0.1	4	i
CCc1ccc(OCCNC(=O)c2ccco2)cc1	i	i	i	i	i	i	i	11	0.6	15	i
COc1ccccc1-c1nnc(SCC(=O)O)n1-c1ccccc1	i	i	i	i	i	i	i	-10	-0.2	-8	i
O=[N+]([O-])c1cc(-c2n(-c3ccccn3)c3ccccc3[n+]2-c2ccccn2)ccc1Cl	i	i	i	i	i	i	i	2	-1.4	11	i
CC1CCCC(NC(=O)c2ccc(F)c(S(=O)(=O)N3CCOCC3)c2)C1C (centres undefined)	i	i	i	i	i	i	i	-1	0.2	-32	i
NC(=O)NC1CCCc2c1[nH]c1ccc(Cl)cc21 (centres undefined)	i	i	i	5.3*	i	i	i	-5	0.2	28	i
Cc1ccc(NC(=O)CSc2nnc(C)c(=O)n2N)c(C)c1	i	i	i	i	i	i	i	-6	0.5	33	i
CCCCCCN1C2=NCCN2c2ccccc21	i	i	i	i	i	i	i	8	-0.2	5	i
O=C(COC(=O)c1cccs1)NC1CCCCC1	i	i	i	i	i	i	i	-3	-0.1	3	i
Cn1c(=O)c2c(ncn2CC(=O)Nc2ccccc2N2CCOCC2)n(C)c1=O	i	i	i	i	i	i	i	-2	0.5	-6	i
O=C(CSc1nnc(CN2CCOCC2)n1-c1ccc(Cl)cc1)N1CCc2ccccc21	i	i	i	i	i	i	i	-12	-0.4	8	i
Cc1ccccc1NC(=O)CC1C(=O)NCCN1C(=O)c1cccc(Cl)c1 (centres undefined)	i	i	i	i	i	i	i	17	-10	1	i
COc1ccc(-n2nnc3c(=O)n(Cc4ccccc4C)cnc32)cc1	i	i	i	i	i	i	i	-7	-0.1	-2	i
Cc1cccc(Cn2cc3c(=O)n(Cc4cccc(F)c4)nc-3c3ccccc32)c1	i	i	i	i	i	i	i	9	-1.4	11	i
COc1ccc(N2CCN(C(=O)CSc3nc4ccccc4c(=O)[nH]3)CC2)cc1	i	i	i	i	i	i	i	-2	-0.2	-2	i
Cc1c(C(=O)N2CCCC2)sc(NC(=O)c2cccs2)c1C#N	i	i	i	i	i	i	i	27	0.1	2	i
COCCN1Cc2cccc(C(=O)Nc3ccccc3OC)c2C1=O	i	i	i	i	i	i	i	1	-1.7	3	i
CCOc1ccc(NC(=O)c2ccccn2)cc1	i	i	i	i	i	i	i	12	-3.2	31	i
CSCCC(C(=O)NCc1cccs1)N1C(=O)c2ccccc2C1=O (centres undefined)	i	i	i	i	i	i	i	1	1.1	-2	i
COc1ccc(CNC(=O)CN(C(=O)c2csnn2)c2cccc(F)c2)cc1	i	i	i	i	i	i	i	-12	-0.4	11	i
Cc1nn(-c2ccccc2)c(C)c1NC(=O)COC(=O)c1ccc(O)cc1O	i	i	i	i	i	i	-10*	-4	0.1	3	i
Cc1nccn1CCCNC(=O)c1nc(Cn2cc([N+](=O)[O-])cn2)no1	i	i	i	i	i	i	i	0	-2.8	17	i
COC(=O)c1ccccc1S(=O)(=O)N1CCC(C(=O)OCC(=O)c2ccccc2OC)CC1	i	i	i	i	i	i	i	-17	-0.3	-20	i
CN(C)N1C(N)=C(C#N)C(c2ccc(Br)cc2)C2=C1CCCC2=O (centres undefined)	i	i	i	i	i	i	i	3	-1.5	0	i
COc1ccc(C(CNC(=O)c2ccc(NS(=O)(=O)c3ccc(F)cc3)cc2)N2CCOCC2)cc1 (centres undefined)	i	i	i	i	i	i	i	-1	-0.3	-13	i
O=S(=O)(Cc1ccccc1)Nc1ccc(F)cc1	i	i	i	i	i	i	i	-3	-0.8	3	i
Cc1nc(CCN2C(=O)c3ccccc3C2=O)n[nH]1	i	i	i	i	i	i	i	-3	-0.8	-1	i
Cc1ccc(-n2c(C)nc3ccsc3c2=O)cc1	i	i	i	i	i	i	i	-3	-0.1	-2	i
O=C(N/N=C/c1ccco1)c1ccc(NC(=O)C2CCCCC2)cc1	i	i	i	i	i	i	i	·	·	·	i
O=c1[nH]c(N2CCCCCC2)nc2ncn(Cc3ccccc3)c12	i	i	i	i	i	i	i	2	-0.5	3	i
COc1ccc(C(=O)NNC(=O)c2ccc(C)cc2)cc1S(=O)(=O)N1CCCC1	i	i	i	i	i	i	i	-2	-0.5	-8	i

High-throughput results (PubChem BioAssay)
